# NTR1 ag: agonists of NTR1, primary screen, imaging, U2OS cells, beta-arrestin-GFP, high content (AID 493036) | NTR1-U2OS beta-arrestin-GFP spot imaging, agonist mode | activation, % at 20 µM | actives 0.17% (n = 330,000);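 active = activation at or above 40% of the spot to cytoplasm intensity ratio, with at least 20 cells analyzed; inconclusive = wells under 20 cells, flagged as cytotoxic or low count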;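 note: 0% = DMSO without peptide and 100% = 100 nM NTR1 peptide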
# Target sequence (P30989 whole entry, looked up): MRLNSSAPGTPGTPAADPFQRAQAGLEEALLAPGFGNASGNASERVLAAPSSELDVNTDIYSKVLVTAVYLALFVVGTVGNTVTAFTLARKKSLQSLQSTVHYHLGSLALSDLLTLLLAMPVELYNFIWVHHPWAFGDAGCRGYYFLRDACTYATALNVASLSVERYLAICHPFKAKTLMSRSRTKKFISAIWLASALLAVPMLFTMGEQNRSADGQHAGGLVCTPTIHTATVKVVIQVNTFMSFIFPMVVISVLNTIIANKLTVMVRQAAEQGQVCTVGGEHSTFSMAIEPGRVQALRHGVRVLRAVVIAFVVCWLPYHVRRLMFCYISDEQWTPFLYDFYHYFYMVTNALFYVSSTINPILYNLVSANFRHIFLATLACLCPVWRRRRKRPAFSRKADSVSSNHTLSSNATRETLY
# NS5 inhibitors: flavivirus cap methylation enzyme inhibition – biochemical, confirmation dose response, primary screen (AID 588689). Dengue-2 NS5 methyltransferase capping enzyme assay, biochemical; higher % means a stronger effect. inhibition, % at 25 µM, or IC50 in µM where a hit was titrated. actives 0.3% (n = 340,000); in the data active = a potency from the dose series; inconclusive = inhibition above about 29% without an active follow-up result
# AID2073: inhibitors of Mint1-CaV2.2 protein interaction, biochemical, HTRF (AID 2073). HTRF protein-protein interaction, Mint1-CaV2.2; higher % means a stronger effect. inhibition, % at 20 µM, or IC50 in µM where a hit was titrated. actives 0.19% (n = 290,000); in the data active = inhibition mostly above about 51%, no sharp cut-off; inconclusive = no clear call, values can overlap the other calls; inactive = mostly below about 53%; note: some results filed as inactive read as strong as hits
# MgcRacGAP inhibition: MgcRacGAP GTPase-activating activity inhibitors, confirmation, biochemical, ADP Hunter fluorescence; MgcRacGAP-stimulated Rac1 GTP hydrolysis, ADP Hunter fluorescence; higher % means a stronger effect; GST-tagged Rac1 F28L mutant substrate; inhibition, % at 30 µM; hits with a dose series show IC50 in µM; actives 0.6% (n = 340,000); AID 624330;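 active = first-screen hits whose inhibition reached a set limit at any dose in the follow-up dose series; inconclusive = inhibition above the set first-screen limit but never retested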;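 note: fluorescence reports GDP produced by GAP-driven GTP hydrolysis; strong numbers were not always called active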
# RSV CPE inhibition: inhibition of RSV-induced cytopathic effect – HEp-2 cells, primary 10 µM value included (AID 2391) | actives 0.13% (n = 310,000) | one-dose CPE inhibition, % at 10 µM; IC50 in µM for titrated hits | HEp-2 cells, RSV-induced CPE inhibition; higher % means a stronger effect; in the data active = a potency from the dose series; inconclusive = CPE inhibition mostly from about 23% at the one dose, without a potency; inactive = the rest, 99 in 100 with CPE inhibition below about 21%; note: strong numbers were not always called active
# UTI89 phage lysis: inhibition of K1F phage lysis, E. coli UTI89, bacterial capsule biogenesis inhibitors, alamar blue (AID 488966); E. coli UTI89 K1F phage lysis, alamar blue, 2 h; higher % means a stronger effect; inhibition, % at 100 µM, or IC50 in µM where a hit was titrated; actives 0.02% (n = 340,000);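 active = phage lysis inhibition, versus mean bacterial control, above a set limit; inconclusive = no clear call, values can overlap the other calls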;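 note: capsule biogenesis inhibitors block K1F phage lysis so surviving cells raise fluorescence; higher fluorescence means more inhibition of phage lysis; actives were called in the ten point dose series up to 300 µM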
# SV40 large T antigen: TAg ATPase/helicase activity blockers – biochemical (AID 1903); inhibition, % at 20 µM; hits with a dose series show IC50 in µM; actives 0.39% (n = 310,000); SV40 large T antigen ATPase/helicase inhibition assay; higher % means a stronger effect; in the data active = a potency from the dose series; inconclusive = inhibition mostly from about 32% at the one dose, without a potency; inactive = the rest, 99 in 100 with inhibition below about 32%; note: strong numbers were not always called active
# Siah-1 displacement: Siah-1 peptide-binding antagonists, primary screen, biochemical, fluorescence polarization, rhodamine-plectin, uHTS (AID 1817); Siah-1 / rhodamine-plectin peptide fluorescence polarization; higher % means a stronger effect; actives 0.02% (n = 290,000); one-dose displacement, % at 20 µM; IC50 in µM for titrated hits;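 active = displacement of at least 50% at 20 µM, with a fluorescence ratio check between 0.3 and a set limit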;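 note: plate controls were Siah plus tracer with DMSO for no effect and tracer alone without Siah for full effect; strong numbers were not always called active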
# West Nile antiviral: West Nile virus antiviral activity, cell-based, CPE readout (AID 1621); actives 0.02% (n = 290,000); one-dose CPE inhibition, % at 10 µM; IC50 in µM for titrated hits; West Nile virus-infected cells, CPE inhibition; higher % means a stronger effect; in the data active = a potency from the dose series; inconclusive = CPE inhibition mostly from about 3.7% at the one dose, without a potency; inactive = the rest, 99 in 100 with CPE inhibition below about 2.2%; note: strong numbers were not always called active
# NTR1 ag cell count 20 µM: second read-out of NTR1 ag, no call of its own (marks repeat the call); cell count; measured here: cell count, cytotoxicity flag
# NS5 inhibitors pilot replicate: further read-out of NS5 inhibitors, marked with its call; inhibition, %; measured here: pilot screen replicate inhibition
# Numbers without * were called inactive; ? = inconclusive; . = no result given; [ ] = another dose, or the depositor's remark.
SMILES,NTR1 ag,NTR1 ag cell count 20 µM,NS5 inhibitors,AID2073,MgcRacGAP inhibition,RSV CPE inhibition,UTI89 phage lysis,SV40 large T antigen,Siah-1 displacement,West Nile antiviral,others
COC(=O)CSc1cc(C(=O)c2nccn2C)c2ccccc2n1,0.5,60,9%,1%,13%,3.3%,1.7%,4%,4%,1.6%,
CS(=O)(=O)c1ccc(NS(=O)(=O)c2ccc3ccccc3c2)cc1,1.1,96,0%,23%,2%,0.9%,-0.1%,6%,6%,0.3%,
CCN(CC)Cc1c(O)c(Cl)cc2c3c(c(=O)oc12)CCCC3,-1.0,37,4%,3%,5%,2.0%,3.6%,7%,-8%,0.2%,
CC(=O)Nc1cccc(NC(=O)c2ccccc2OCc2ccccc2)c1,2.9,45,2%,2%,10%,4.4%,0.5%,7%,0%,-0.6%,
C=CCn1c(C)c(C(C)=O)c(N2CCN(C(c3ccccc3)c3ccccc3)CC2)nc1=S,6.7,30,-16%,8%,5%,-3.4%,-0.1%,3%,-2%,-0.7%,
NS(=O)(=O)c1ccc(-c2c(-c3ccccc3)sc3ccccc23)cc1,13,57,1%,.,9%,0.5%,1.6%,.,.,.,
c1ccc(C2Nc3ccccc3-c3nc4ccccc4n32)cc1 (stereo not drawn),2.0,80,-4%,20%,3%,14%,0.4%,16%,1%,-0.2%,
Cc1ccc(-c2cc(C(=O)N(C)CC(=O)Nc3ccccc3Br)c3ccccc3n2)o1,0.4,78,-9%,.,4%,-1.9%,-0.1%[50 µM],26%,.,.,
CCOc1ccc(OCCCC(=O)Nc2cc(Cl)ccc2-n2cncn2)cc1,2.2,65,-1%,.,7%,1.5%,0.8%[50 µM],.,.,.,
COc1ccc(S(=O)(=O)N2CCOCC2)cc1Br,-0.2,52,-5%,0%,2%,0.8%,-0.2%,15%,6%,-0.4%,
CCOc1cc(-c2nc(-c3ccccc3OC)no2)cc(OCC)c1OCC,11,57,-5%,2%,11%,2.8%,-0.1%,3%,-2%,0.0%,
O=C(COc1cccc(F)c1)Nc1nc(-c2ccncc2)cs1,1.3,84,-5%,.,7%,-1.1%,1.6%[50 µM],.,.,.,
O=C(CSc1nnc(NC(=O)c2ccc(F)cc2F)s1)NC1CCCC1,-1.0,65,6%,-3%,13%,0.6%,0.3%,2%,0%,0.1%,
CC(C)=CCN1CCN(Cc2cn(C(C)C)c3ccccc23)CC1CCO (stereo not drawn),2.3,80,-5%,10%,0%,-1.9%,-0.1%,7%,-4%,-0.7%,NS5 inhibitors pilot replicate=0.6
CN(C)CCCN1c2ccccc2CCc2ccc(Cl)cc21,11,53,-4%,-5%,2%,-2.8%,10%,12%,-2%,-0.4%,
O=C(NCc1ccco1)C(=O)NCC1OCCCN1S(=O)(=O)c1ccc(F)cc1 (stereo not drawn),-0.6,93,-1%,-2%,8%,2.0%,0.2%,23%,6%,0.3%,
O=C(O)CSc1nnc(-c2cccc(S(=O)(=O)N3CCOCC3)c2)n1-c1ccc(F)cc1,-0.5,75,-4%,.,6%,.,0.8%[50 µM],.,.,.,
Cc1ccc(C)c(S(=O)(=O)N2CCN(C(=O)CCC(=O)c3cc(C)sc3C)CC2)c1,2.3,56,-10%,.,7%,7.0%,0.1%[50 µM],12%,.,.,
COc1cc(OC)cc(C(=O)OCC(=O)NC(C)CCc2ccccc2)c1 (stereo not drawn),-0.7,40,-6%,34%,2%,0.9%,-0.1%,9%,-7%,-0.1%,
CCCCCC(=O)NNC(=O)c1ccc(-c2ccccc2)cc1,-1.0,74,0%,6%,4%,-0.8%,9.0%,2%,18%,0.4%,

# Looked up by compound from the list above:
SMILES,NTR1 ag,NTR1 ag cell count 20 µM,NS5 inhibitors,AID2073,MgcRacGAP inhibition,RSV CPE inhibition,UTI89 phage lysis,SV40 large T antigen,Siah-1 displacement,West Nile antiviral,others
CCCCCC(=O)NNC(=O)c1ccc(-c2ccccc2)cc1,-1.0,74,0%,6%,4%,-0.8%,9.0%,2%,18%,0.4%,
O=C(COc1cccc(F)c1)Nc1nc(-c2ccncc2)cs1,1.3,84,-5%,.,7%,-1.1%,1.6%[50 µM],.,.,.,
C=CCn1c(C)c(C(C)=O)c(N2CCN(C(c3ccccc3)c3ccccc3)CC2)nc1=S,6.7,30,-16%,8%,5%,-3.4%,-0.1%,3%,-2%,-0.7%,

# Following part
SMILES,NTR1 ag,NTR1 ag cell count 20 µM,NS5 inhibitors,AID2073,MgcRacGAP inhibition,RSV CPE inhibition,UTI89 phage lysis,SV40 large T antigen,Siah-1 displacement,West Nile antiviral,others
COc1ccc(CNC(=O)CN(CCC(C)C)S(=O)(=O)c2ccc3c(c2)OCCO3)cc1,2.2,60,-1%,2%,5%,0.5%,-0.8%,14%,0%,-0.5%,
CCC[C@H]1COCCS(=O)(=O)N1Cc1ccccc1F,-1.4,90,-2%,-1%,1%,-0.6%,-0.5%,17%,4%,-0.5%,
COc1ccc(N2CCN(C3CCCN(C(=O)CSC)C3)CC2)cc1 (stereo not drawn),-0.1,43,1%,-4%,30%,0.1%,0.9%,16%,5%,-1.2%,
Cc1nc(NCCc2ccccc2)c(C#N)c(C)c1[N+](=O)[O-],7.4,45,-8%,-1%,1%,19%,-2.4%,1%,-4%,-1.5%,
C/C(=N\NC(=O)Nc1ccccc1)c1ccc2ccccc2c1,11,56,-1%,1%,6%,2.4%,0.9%[50 µM],6%,6%,-0.5%,
Cc1cc(C)cc(OCC(=O)N2CCN(c3ncccn3)CC2)c1,3.1,55,2%,.,2%,.,-2.1%,.,.,.,
O=C(CN1CCCCCC1)N/N=C/c1ccc2ccccc2c1,.,.,-1%,7%,10%,1.0%,-0.1%,10%,1%,-0.5%,
CC(=O)C1=C(O)C(=O)N(Cc2ccco2)C1c1ccccc1 (stereo not drawn),-0.7,52,1%,4%,3%,0.2%,-0.1%,6%,4%,0.3%,
Cc1nnc(SCC(=O)NCCOc2ccc(Cl)cc2)n1-c1ccccc1,0.8,52,-3%,10%,10%,1.4%,0.1%,-1%,-2%,0.1%,
N#Cc1c(-c2cccnc2)c2c([nH]c1=O)-c1ccccc1OC2,0.0,55,8%,24%,10%,2.2%,0.4%,5%,16%,0.4%,
CC(OC(=O)c1nsc(Cl)c1Cl)C(=O)NC(C)(C)C (stereo not drawn),1.3,100,-4%,13%,-1%,1.7%,-1.4%,7%,1%,0.1%,
Oc1ccc(-c2nnc(Nc3ccccc3)c3ccccc23)cc1,-0.2,62,-8%,24%,10%,8.9%,-0.2%,23%,6%,0.9%,
CCNC(=O)c1ccccc1NC(=O)c1cccc(S(=O)(=O)N2CCOCC2)c1,6.3,81,-6%,1%,5%,2.2%,2.2%[50 µM],6%,-4%,0.4%,
CCOc1ccc(NC(=O)NC23CC4CC(CC(C4)C2)C3)cc1,1.8,78,-4%,-7%,7%,19%,0.9%,1%,-2%,-1.7%,
Cc1ccccc1NC(=S)NC(=O)Cc1ccc(Cl)cc1,20,63,-10%,1%,5%,0.1%,0.0%,11%,-3%,-0.9%,NS5 inhibitors pilot replicate=1.5
Cc1ccccc1NC(=O)c1c([N+](=O)[O-])c(C(C)(C)C)nn1C,0.8,49,0%,-8%,3%,2.0%,5.0%[50 µM],-17%,5%,-1.1%,
COc1ccc(-c2c(NC(=O)C(C)C)n(C)c3ccccc3c2=O)cc1,0.4,63,-2%,23%,14%,0.4%,3.3%,6%,-1%,-0.2%,
CCC(C)NC(=O)CSc1nc2c(sc(=S)n2-c2cc(Cl)ccc2OC)c(=O)[nH]1 (stereo not drawn),-0.9,81,7%,10%,.,1.3%,0.0%,17%,13%,-0.2%,
O=C(Cc1c[nH]c2ccccc12)NCc1ccccc1F,-1.0,53,-4%,3%,3%,0.3%,-0.7%,6%,-3%,-0.1%,
Cc1cc[n+](CC(=O)c2cc3ccccc3oc2=O)cc1,-0.1,40,1%,10%,0%,-0.1%,1.2%,13%,-9%,1.5%,
COC(=O)COc1ccc(S(=O)(=O)NCc2ccco2)cc1Cl,0.4,103,-7%,2%,7%,0.6%,-0.1%,4%,1%,-0.2%,
CCCn1ncc(/C=N/O)c1C,1.0,51,.,-6%,.,-0.6%,.,10%,-4%,0.0%,
COC(=O)c1ccc(-c2ncc[nH]2)cc1,1.0,41,-1%,7%,1%,0.2%,0.2%,13%,8%,-0.2%,
O=C(CN1CCCc2ccccc21)N/N=C/c1ccc(O)cc1O,-2.6,43,4%,?,?,14%,1.6%,34%,-2%,-0.9%,
Cc1nn(CC2CC2)c(=O)n1-c1ccccc1,0.9,71,-1%,-4%,3%,3.1%,0.5%,29%,-1%,-0.1%,
O=C1C(Cl)=C(NCC2CCCO2)C(=O)N1c1ccccc1 (stereo not drawn),-0.3,73,-2%,44%,5%,0.0%,0.0%,0%,1%,-0.1%,
O=C1CCCCCC1C1(O)C(=O)Nc2ccc(Br)cc21 (stereo not drawn),1.8,79,-4%,-8%,6%,1.5%,1.5%,-3%,4%,-0.2%,
O=C(C[C@H]1C/C=C\CC[C@@H](Cc2ccc(F)cc2)C(=O)O[C@@H](c2ccccc2)CNC1=O)N[C@H](CO)Cc1ccccc1,8.7,50,-14%,.,6%,.,0.1%,.,.,.,
CC(C)N(C(=O)CSc1nnc(NC(=O)c2cccs2)s1)C(C)C,0.3,83,-6%,8%,-15%,1.4%,-0.4%,13%,-2%,-0.4%,
COc1cc(F)c(S(=O)(=O)N2CCOc3ccccc32)cc1OC,0.0,97,-2%,15%,3%,5.7%,0.0%,13%,2%,0.0%,
C=CCN(CC=C)C(=O)Nc1cc(OC)ccc1OC,.,.,-8%,4%,9%,1.1%,0.1%[50 µM],4%,5%,0.2%,
CCOC(=O)c1cc(NC(=O)c2cccnc2)ccn1,-0.1,56,-16%,.,7%,0.9%,-0.9%,68%,.,.,
CCCn1c(C)cc(C(=O)COC(=O)c2c(C)nn(-c3ccccc3)c2C)c1C,3.7,56,-7%,?,5%,?,0.5%,18%,-2%,0.1%,
COc1ccc(OCc2nnc3n2N=C(c2ccccc2)C(CC(=O)O)S3)cc1 (stereo not drawn),-0.9,55,-6%,14%,?,1.5%,-1.1%,17%,4%,-0.5%,
Cc1nc2c(=O)n(-c3cccc(C(F)(F)F)c3)nc(C)c2s1,3.3,48,-3%,12%,3%,.,0.2%,6%,5%,-0.6%,
CCOc1c(Nc2ccccc2O)c(=O)c1=O,0.0,54,-4%,-3%,10%,-2.9%,0.8%,17%,7%,-0.1%,
CCOC(=O)CSc1nc(N(C)C)nc(N(C)C#N)n1,0.2,46,-7%,5%,5%,1.7%,0.1%,0%,-1%,0.2%,

# Bioassay records: PubChem BioAssay, several laboratories
